PHOSPHO1 block = inhibitors of human PHOSPHO1 phosphatase; Q8TCT1; recombinant PHOSPHO1, absorbance phosphatase assay; inhibition, % at 13.3 µM; 290,000 tested, 1.1% active; AID 1565; in the data active means inhibition above about 60%
Target sequence (Q8TCT1 whole entry, looked up): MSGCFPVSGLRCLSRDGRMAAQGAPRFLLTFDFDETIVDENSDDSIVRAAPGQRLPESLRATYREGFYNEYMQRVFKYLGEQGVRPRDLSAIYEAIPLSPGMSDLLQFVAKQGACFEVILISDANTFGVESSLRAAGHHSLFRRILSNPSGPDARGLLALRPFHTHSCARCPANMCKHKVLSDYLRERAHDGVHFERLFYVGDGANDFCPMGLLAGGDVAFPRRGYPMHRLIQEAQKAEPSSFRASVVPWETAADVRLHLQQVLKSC
NALP1 yeast inh = NALP1 inhibition. S. cerevisiae NALP1/ASC/caspase-1 growth, X-gal OD620, 72 h. inhibition, % at 10 µM. 280,000 tested, 0.61% active; in the data active means inhibition mostly above about 24%, no sharp cut-off; inactive means mostly below about 32%; further: some compounds called inactive have numbers as strong as hits
PfM18AAP inh = PfM18AAP enzyme inhibition; recombinant PfM18AAP, H-Glu-NHMec fluorogenic cleavage; 290,000 tested, 1.2% active; inhibition, % at 7.35 µM;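 active means inhibition above the campaign mean inhibition over all tested compounds plus 3 SD, cut at about 28% in these data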;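 further: 0% = plate median of test compound wells and 100% = 2 mM ZnCl2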
DNA FID counter = displaces DNA intercalator in HCV helicase counter-screen; 290,000 tested, 0.17% active; inhibition, % at 7.9 µM; AID 1845; DNA fluorescent intercalator displacement, fluorescence; in the data active means inhibition above about 37%;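 further: 0% = vehicle and 100% = reference compound; higher means more ethidium bromide displaced from hairpin DNA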
OXTR ag = human OXTR agonism | CHO-OTR cells, Fluo-8 calcium fluorescence; normalized: DMSO 0%, oxytocin 100% | 320,000 tested, 0.32% active | activation, % at 3 µM | P30559;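 active means activation above the mean of all tested compounds plus 3 SD, cutoff set per screening run, cut at about 20% in these data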;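 further: peak over basal fluorescence ratio from a 100 s FLIPR kinetic read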
Target sequence (P30559 whole entry, looked up): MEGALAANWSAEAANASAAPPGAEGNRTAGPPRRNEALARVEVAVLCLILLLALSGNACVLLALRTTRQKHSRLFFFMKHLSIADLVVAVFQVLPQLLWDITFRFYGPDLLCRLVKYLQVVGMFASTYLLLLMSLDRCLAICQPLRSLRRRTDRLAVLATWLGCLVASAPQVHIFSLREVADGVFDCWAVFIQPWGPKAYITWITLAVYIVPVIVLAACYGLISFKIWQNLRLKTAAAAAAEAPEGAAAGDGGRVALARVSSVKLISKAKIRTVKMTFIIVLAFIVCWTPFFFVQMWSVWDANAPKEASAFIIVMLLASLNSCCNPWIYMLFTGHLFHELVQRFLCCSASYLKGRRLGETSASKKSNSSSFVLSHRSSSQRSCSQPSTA
MEKK3 PB1 HTS = modulators (inhibitors or enhancers) of MEK5 binding to human MEKK3 PB1 domain; binding response (% of control), % at 10 µM; AID 1529; bead-based flow cytometry, Alexa488-MEK5 binding to MEKK3; actives lie on both sides; 0 = blocked by unlabeled MEK5, 100 = vehicle; 290,000 tested, 1.4% active; Q99759;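 active means binding response more than 3 SD above or below the average of its plate-row segment, actives on both sides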;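 further: Alexa488 bead fluorescence after subtracting the streptavidin-only scavenger bead signal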
MEKK2 mut-MEK5 = signal of MEK5 binding to mutant human MEKK2 PB1 domain; bead flow cytometry, Alexa488-MEK5 binding to MEKK2 mutant; percent response, % at 10 µM; 290,000 tested, 0.35% active; in the data active means percent response above about 24%, passing the limit was not always enough; further: inactives centre near 1; some results filed as inactive read as strong as hits; reference of the scale not given here
GPR7 antag = blocks human GPR7 receptor signaling; GPR7-expressing cells, fluorescence antagonist assay; inhibition, % at 4.4 µM; 290,000 tested, 1.1% active; AID 1861; in the data active means inhibition above about 16%, passing the limit was not always enough;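 further: cells stimulated with the agonist NPW; 0% = agonist with vehicle and 100% = vehicle without agonist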
Target sequence (P48145 whole entry, looked up): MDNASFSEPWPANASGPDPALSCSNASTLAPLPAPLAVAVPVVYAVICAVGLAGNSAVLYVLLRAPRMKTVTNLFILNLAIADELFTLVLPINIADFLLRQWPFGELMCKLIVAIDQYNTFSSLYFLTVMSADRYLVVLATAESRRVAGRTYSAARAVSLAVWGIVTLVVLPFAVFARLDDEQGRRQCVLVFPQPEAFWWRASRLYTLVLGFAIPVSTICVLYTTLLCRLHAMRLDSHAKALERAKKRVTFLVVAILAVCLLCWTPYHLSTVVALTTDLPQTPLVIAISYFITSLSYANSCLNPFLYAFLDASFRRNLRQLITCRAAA
MEKK2wt PB1 HTS = raises or lowers MEK5 binding to wildtype human MEKK2 PB1 domain; Q9Y2U5; binding response (% of control), % at 10 µM; AID 1531; bead flow cytometry, Alexa488-MEK5 binding to MEKK2 WT; actives lie on both sides; 290,000 tested, 1.1% active; in the data active means binding response below about 67% or above about 130%
The depositor's hits bear a star; / = no result given; [ ] = remark or other dose.

SMILES | PHOSPHO1 block | NALP1 yeast inh | PfM18AAP inh | DNA FID counter | OXTR ag | MEKK3 PB1 HTS | MEKK2 mut-MEK5 | GPR7 antag | MEKK2wt PB1 HTS
COc1ccc(S(=O)(=O)Nc2ccccc2N2CCOCC2)cc1[N+](=O)[O-] | 28 | / | 2 | -7 | 1.1 | 97 | 6 | -16 | 98
CCCC(=O)Nc1ccc(NC(=O)c2ccccc2OC)cn1 | 39 | 20 | -1 | -14 | 1.0 | 115 | 10 | -8 | 127
CCOC(=O)c1sc2nc(C)cc(C)c2c1N | -11 | 18 | 2 | 3 | -2.0 | 99 | -6 | -5 | 104
COc1ccc(/C=C/C(=O)NC(=S)Nc2ccc(S(=O)(=O)Nc3cc(C)on3)cc2)cc1 | 20 | -4 | 8 | -32 | -1.4 | 103 | 4 | -14 | 100
Cc1nnnn1CC(=O)Nc1ccccc1[N+](=O)[O-] | -10 | 26 | 0 | 1 | 0.1 | 107 | -1 | -10 | 105
CC(C)(C)NC(=O)NC(=O)COC(=O)c1nc(-c2ccccc2)n(-c2cccc(C(F)(F)F)c2)n1 | 0 | 1 | 12 | -16 | -2.5 | 98 | -3 | -9 | 96
O=C(NNC1=NCCCCC1)Nc1cccc(Cl)c1 | 24 | 13 | 4 | -4 | / | 106 | 2 | -4 | 102
COCCCN1CC(=O)N2C(c3ccccc3)c3[nH]c4ccccc4c3C[C@H]2C1=O (some centres not stated) | 53 | 2 | 3 | -31 | 0.4 | 100 | 1 | 8 | 101
Cc1cc(C)nc(SCC2COc3ccccc3O2)n1 (configuration not stated) | 3 | 12 | -7 | -8 | -1.7 | 105 | 2 | -4 | 102
Cc1ccc(-n2cc(CNCC3CC(=O)N(C4CC4)C3)c(-c3cccc(C)c3)n2)cc1 (configuration not stated) | 46 | 22 | 5 | 18 | 7.4 | 105 | 29 | -5 | 143*
Cc1nc2ccc(N=NC3=C(O)CC(C)(C)CC3=O)cc2s1 | -2 | 38 | 12 | -19 | -0.3 | 98 | -1 | 10 | 98
COc1cc(SSc2cc(OC)cc([N+](=O)[O-])c2N)c(N)c([N+](=O)[O-])c1 | 37 | 0 | 31* | -2 | -0.7 | 93 | -1 | -5 | 99
CCCn1nnnc1NC(=O)c1cccs1 | -4 | -11 | -4 | -3 | -0.7 | 99 | 2 | -8 | 101
CCn1c(SCC(=O)Nc2ccc(S(=O)(=O)Nc3onc(C)c3C)cc2)nnc1-c1ccccc1 | -66 | 2 | 10 | -41 | -0.7 | 102 | 1 | -10 | 100
CCOc1ccc(-c2csc(C3COc4ccccc4O3)n2)cc1 (configuration not stated) | / | / | 7 | -2 | -0.2 | 98 | 3 | 1 | 102
O=C(CNS(=O)(=O)c1cccc(Br)c1)NCCCc1ccccc1 | 35 | -25 | -12 | -21 | 1.6 | 98 | -5 | -10 | 97
Cc1ccc(S(=O)(=O)N(C)c2ccc(OCC(=O)Nc3nc4c(ccc5ccccc54)s3)cc2)cc1 | -13 | 26 | -12 | 0 | 1.2 | 103 | -2 | -7 | 99
NC1=NC[C@H](Cc2ccc(O)cc2)N1CCCCC1CCCCC1 | 35 | / | / | / | -0.5 | 112 | 20 | / | 184*[inhibitor]
CC(=O)C1=C(O)C(=O)N(C)C1c1ccccc1[N+](=O)[O-] (configuration not stated) | 36 | 8 | 1 | 8 | -1.0 | 87 | -17 | -7 | 87
CC(=O)NC(Cc1cccc(C)c1)C(=O)NC1CCN(c2ncccc2[N+](=O)[O-])CC1 (configuration not stated) | 4 | 15 | -6 | 1 | -0.1 | 94 | 3 | -3 | 84

MEKK2wt PB1 HTS, entries above that show a hit.
| SMILES | PHOSPHO1 block | NALP1 yeast inh | PfM18AAP inh | MEKK3 PB1 HTS | MEKK2 mut-MEK5 | GPR7 antag | MEKK2wt PB1 HTS |
| --- | --- | --- | --- | --- | --- | --- | --- |
| Cc1ccc(-n2cc(CNCC3CC(=O)N(C4CC4)C3)c(-c3cccc(C)c3)n2)cc1 (configuration not stated) | 46 | 22 | 5 | 105 | 29 | -5 | 143* |
| NC1=NC[C@H](Cc2ccc(O)cc2)N1CCCCC1CCCCC1 | 35 | / | / | 112 | 20 | / | 184*[inhibitor] |

Following part:
SMILES | PHOSPHO1 block | NALP1 yeast inh | PfM18AAP inh | DNA FID counter | OXTR ag | MEKK3 PB1 HTS | MEKK2 mut-MEK5 | GPR7 antag | MEKK2wt PB1 HTS
CCOc1ccc2nc(NC(=O)COc3ccc(N(C)S(=O)(=O)c4ccc(C)cc4)cc3)sc2c1 | 25 | / | -11 | 1 | 1.0 | 84 | -5 | 1 | 87
C[C@H](N)c1nnc(SCc2ccc(Cl)cc2Cl)o1 | 7 | 25 | -4 | 6 | -0.7 | 104 | 0 | -2 | 101
CC(=O)N1C(=O)C2(C(C#N)=C(N)Oc3c2c(C)nn3-c2ccccc2)c2ccccc21 (configuration not stated) | -5 | 4 | 6 | -8 | -0.5 | 103 | 2 | 4 | 100
COc1cccc(/C=N/Nc2ncnc3scc(-c4ccccc4)c23)c1O | -11 | 37 | -4 | -8 | 0.4 | 95 | -3 | -9 | 88
CC(C)=CCC(C)(C)C1OCCN1C(=O)c1ccccc1 (configuration not stated) | 29 | -8 | -2 | -18 | -2.0 | 97 | -2 | -10 | 92
Cc1cc(C)c2nc(N3CCC(C(=O)NCCCN4CC(C)CC(C)C4)CC3)sc2c1 (configuration not stated) | -27 | 7 | -5 | 21 | 0.7 | 106 | 29 | 22 | 134
COC(=O)CNC(=O)c1c(-c2c(Cl)cccc2Cl)noc1C | -2 | 4 | -2 | 0 | 0.4 | 95 | -2 | -7 | 94
CCn1c(COc2ccccc2)nnc1SCC(=O)NC1CCCCC1 | 1 | 17 | -1 | -29 | -0.9 | 103 | 0 | 13 | 98
O=C(CC1CCCCC1)NCc1cn2ccsc2n1 | 33 | 6 | 4 | 0 | -0.1 | 103 | 1 | -6 | 101
CCOC(=O)c1c(NC(=O)c2ccnn2C)sc(C)c1C | -1 | -2 | -7 | 1 | -0.7 | 85 | 2 | -5 | 101
O=S(=O)(NCc1cn2ccccc2n1)c1cccs1 | 18 | / | 0 | -2 | 0.1 | 96 | -2 | -4 | 98
COc1ccc(Cn2c(=O)[nH]c3cc(C(=O)N4CCN(c5ccccc5OC)CC4)ccc3c2=O)cc1 | 23 | -2 | 3 | -46 | 3.6 | 102 | -5 | -7 | 93
Cc1cc(C)n(C(CC(=O)N2CCc3ccccc3C2)C(=O)O)n1 (configuration not stated) | 11 | 3 | 6 | 2 | 0.9 | 105 | 0 | -5 | 102
O=S(=O)(c1ccc(Br)cc1)c1nc(-c2ccccc2)oc1NCc1cccnc1 | -5 | -5 | -7 | -2 | -2.2 | 95 | -4 | -3 | 91
O=C(NC(=S)Nc1cc([N+](=O)[O-])ccc1O)c1ccc2c(c1)OCO2 | -8 | -3 | 12 | -5 | 2.8 | 102 | -2 | -11 | 101
COc1ccc(-c2[nH]ncc2CN2CCN(c3ccc(F)cc3)CC2)cc1 | 55 | 13 | 3 | -1 | 2.7 | 97 | 3 | -5 | 100
CCOC(=O)N1CCN(C(=O)C2CCN(S(=O)(=O)N(CC)CC)CC2)CC1 | 18 | 7 | 1 | -8 | 1.2 | 104 | 14 | -9 | 105
CCOC(=O)c1ccc(S(=O)(=O)N2CCN(CC3CC=CCC3)CC2)cc1 (configuration not stated) | -4 | 13 | 2 | -3 | -1.1 | 98 | 1 | -3 | 102
CC1CCN(CCCNC(=O)CN2C(=O)CSc3ccc(S(=O)(=O)N4CCOCC4)cc32)CC1 | -4 | 23 | 0 | -3 | 0.4 | 104 | -1 | -7 | 105
O=C(O)CCc1ccc(-c2ccc(Cl)cc2)n1CC(=O)Nc1ccccc1 | 36 | 20 | 5 | -25 | -0.8 | 109 | 7 | 7 | 107
Cc1ccc(N2CC(C(N)=O)CC2=O)cc1 (configuration not stated) | 15 | 3 | 5 | 0 | -0.2 | 104 | 1 | -4 | 105
Cc1nn(-c2ccccc2)c(C)c1C(=O)Nc1nnc(-c2ccco2)o1 | 21 | 16 | 2 | -23 | 0.6 | 99 | -1 | -7 | 94
Cc1ccc(SC(c2ccccc2)C(Cn2cncn2)C(=O)c2ccccc2)cc1 (configuration not stated) | 0 | 7 | -2 | -7 | -1.1 | 83 | -8 | -12 | 88
CCC(=O)c1ccc(N2CCN(S(=O)(=O)c3ccccc3)CC2)c(F)c1 | 44 | 4 | 3 | -3 | 1.0 | 114 | -6 | -1 | 111
CN(C)S(=O)(=O)N1CCN(CC(O)COc2ccc3cc(Br)ccc3c2)CC1 (configuration not stated) | -70 | 5 | 7 | -13 | 7.7 | 107 | 19 | 8 | 134*
CCCCOc1ccc(C(=O)Nc2ccc3c(c2)C(=O)NC3=O)cc1 | 25 | 8 | -2 | -8 | 0.9 | 98 | 0 | -6 | 95
COc1ccc(-c2nnc(SCC(=O)N3CCOCC3)o2)cc1OC | 23 | / | -10 | -8 | 0.9 | 109 | 2 | 3 | 107
CCOC(=O)C/C(C)=N/NC(=O)CNc1cccc(Cl)c1C | -48 | 2 | -9 | -3 | -0.6 | 98 | 2 | -5 | 102
COc1ccc(OC)c(/C=N/N=C2\SCC(=O)N2Cc2ccco2)c1 | 6 | 27 | 5 | -1 | -2.4 | 92 | -2 | -1 | 94
COC(=O)Cc1c[nH]c2ccc(OCC(O)CNC(C)C)cc12 (configuration not stated) | -16 | 19 | -14 | 1 | 0.3 | 94 | -6 | -3 | 96

Of the compounds above, these have an aryl thioether with sulfur outside any ring.
SMILES | PHOSPHO1 block | NALP1 yeast inh | PfM18AAP inh | DNA FID counter | OXTR ag | MEKK3 PB1 HTS | MEKK2 mut-MEK5 | GPR7 antag | MEKK2wt PB1 HTS
Cc1cc(C)nc(SCC2COc3ccccc3O2)n1 (configuration not stated) | 3 | 12 | -7 | -8 | -1.7 | 105 | 2 | -4 | 102
CCn1c(SCC(=O)Nc2ccc(S(=O)(=O)Nc3onc(C)c3C)cc2)nnc1-c1ccccc1 | -66 | 2 | 10 | -41 | -0.7 | 102 | 1 | -10 | 100
C[C@H](N)c1nnc(SCc2ccc(Cl)cc2Cl)o1 | 7 | 25 | -4 | 6 | -0.7 | 104 | 0 | -2 | 101
CCn1c(COc2ccccc2)nnc1SCC(=O)NC1CCCCC1 | 1 | 17 | -1 | -29 | -0.9 | 103 | 0 | 13 | 98
Cc1ccc(SC(c2ccccc2)C(Cn2cncn2)C(=O)c2ccccc2)cc1 (configuration not stated) | 0 | 7 | -2 | -7 | -1.1 | 83 | -8 | -12 | 88
COc1ccc(-c2nnc(SCC(=O)N3CCOCC3)o2)cc1OC | 23 | / | -10 | -8 | 0.9 | 109 | 2 | 3 | 107

Screens: PubChem, several laboratories
